Y pestis TopoI: inhibitors of Yersinia pestis topoisomerase I; Y. pestis Topo-I cleavage product accumulation, plate reader; activity, % at 10 µM; 0.064% of 360,000 active; AID 504884; in the data active = activity above about 50%, passing the limit was not always enough; also: inactives centre near 2
PfHsp40 yeast: restores yeast growth despite PfHsp40 toxicity | S. cerevisiae expressing PfHsp40, growth rescue, ATP luminescence | growth rescue, % at 12.5 µM | 0.68% of 340,000 active; in the data active = growth rescue above about 28%, passing the limit was not always enough;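 also: yeast W303a lacking pdr1 and pdr3 grown in galactose medium; growth measured after three days at 30 °C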
MazEF act: MazEF (E. coli) toxin RNase activation; 0.32% of 350,000 active; activation, % at 20 µM; FAM/BHQ RNA-DNA oligo cleavage fluorescence, 5 h; in the data active = activation above about 50%
TcdB inh: inhibitors of Clostridioides difficile toxin B glycohydrolase; inhibition, % at 9.99 µM; 0.24% of 350,000 active; TcdB glycohydrolase enzymatic assay, plate reader; AID 652162; P18177; in the data active = inhibition above about 10%
SARS 3CLpro inh: SARS-CoV 3CLpro protease inhibition; P0C6X7; recombinant SARS-CoV 3CLpro, quenched FRET peptide cleavage; inhibition, % at 6 µM; 0.14% of 290,000 active; AID 1706; in the data active = inhibition above about 12%
Rv3671c inh: inhibitors of M. tuberculosis serine protease Rv3671c; P9WHR9; inhibition, % at 5.96 µM; 0.048% of 320,000 active; AID 2606; in the data active = inhibition above about 38%;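 also: extracellular domain of Rv3671c used as enzyme; 0% = enzyme with DMSO and 100% = no enzyme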
SSB-PriA inh: blocks PriA binding to SSB C-terminal tail; AlphaScreen SSBct-PriA binding, biotinylated peptide; AID 1272365; 0.6% of 430,000 active; inhibition, % at 33 µM; in the data active = inhibition mostly above about 37%, no sharp cut-off; inactive = mostly below about 20%;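 also: plate controls were negative control peptide for no effect and reference peptide for full effect; strong numbers were not always called active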
Anthrax LF inh2: blocks Bacillus anthracis lethal factor protease. inhibition, % at 10 µM. 0.12% of 360,000 active. AID 588501. P15917. multiplex microsphere protease cleavage assay, LF; in the data active = inhibition above about 30%; also: plate controls were buffer without enzyme for full effect and enzyme alone for no effect
VHR inh abs: blocks human VHR1 dual specificity phosphatase; inhibition, % at 13.3 µM; recombinant VHR phosphatase, pNPP absorbance; P51452; 0.52% of 290,000 active; in the data active = inhibition above about 50%; also: some compounds called inactive have numbers as strong as hits
Vc quorum ag: inducers of Vibrio cholerae quorum light production without autoinducers; V. cholerae BH1578 lux reporter, luminescence, 6 h; activation, % at 18.7 µM; 0.16% of 350,000 active; AID 588436; in the data active = activation mostly above about 9.7%, no sharp cut-off; also: not every result past the cut was called active; inactives centre near 0; reference of the scale not given here
* = called active by the depositor; i = inactive; nt = no result given. Only part of the results is shown. The share of hits here may be higher or lower than overall.

Results follow in this order: Y pestis TopoI | PfHsp40 yeast | MazEF act | TcdB inh | SARS 3CLpro inh | Rv3671c inh | SSB-PriA inh | Anthrax LF inh2 | VHR inh abs | Vc quorum ag
- CCCCCC(=O)N1CCN(c2ccc(C(C)=O)cc2F)CC1
    -0.9 | -0.4 | 0.3 | 0.9 | 7.3 | -1.7 | -10.8 | 7.3 | 7.8 | -1.6
- Cc1ccccc1NC1=CC(=O)CC(C)(C)C1
    4.8 | -1.2 | 7.7 | nt | -2.9 | -4.0 | -7.3 | -0.2 | -9.6 | i
- CCOc1ccc2nc(NC(=O)CSc3nc4ccccc4c(=O)n3Cc3ccco3)sc2c1
    4.2 | -1.8 | -11.7 | nt | 2.2 | -8.7 | -10.1 | -1.9 | -9.5 | i
- COCCNc1oc(-c2ccc(Cl)cc2)nc1C#N
    -5.8 | 1.1 | 10.2 | nt | -2.4 | nt | 2.8 | 0.2 | 12.3 | -0.5
- O=S(=O)(Nc1ccc(N=Nc2ccc(O)c3ccccc23)cc1)c1ccccc1
    4.9 | 0.9 | 7.6 | nt | 3.9 | 1.8 | 25.4 | -5.6 | -4.4 | -0.3
- CCOC(=O)c1ccc(S(=O)(=O)N2CCN(C(=O)CSc3nc4ccccc4o3)CC2)cc1
    -7.4 | 1.0 | -7.2 | 1.1 | 3.1 | 1.4 | -7.6 | -1.1 | 12.7 | -0.4
- O=C1NC(=O)c2cc3ccccc3cc21
    4.9 | -0.6 | 8.0 | 0.3 | nt | -8.3 | -10.5 | 0.9 | nt | i
- O=C(CCN1C(=O)/C(=C/c2ccccc2Cl)SC1=S)Nc1ccccn1
    -1.9 | 0.0 | -12.5 | -0.7 | 1.6 | -24.2 | 2.4 | -3.4 | 1.9 | -2.5
- CC(OC(=O)c1ccc(S(=O)(=O)N2CCCCC2)cc1)C(=O)NC1CCCCC1C (centres undefined)
    3.0 | -0.1 | -0.2 | -0.1 | -2.6 | -9.5 | -1.3 | -0.7 | -18.6 | 0.8
- COc1ccccc1NC(=O)Cn1c(=O)n(C)c(=O)c2sc3c(c21)COC(C)(C)C3
    -1.1 | 0.0 | -15.9 | -11.7 | 2.3 | 5.2 | -16.2 | -0.5 | -3.6 | 0.4
- CC1=C(C(N)=O)C(c2cccs2)n2ncnc2N1 (centres undefined)
    6.1 | -0.3 | 5.7 | 0.5 | 2.9 | -7.9 | -4.2 | -1.2 | 8.7 | -0.4
- O=C(c1ccc2ccccc2c1O)N1CCCCC1
    2.0 | nt | 6.7 | -6.4 | nt | nt | nt | -1.3 | nt | i
- Cc1ccc(-c2ccc(C(=O)Nc3cccc(F)c3)o2)c2ccccc12
    -5.8 | 1.9 | -22.2 | 0.2 | 2.4 | -157.2 | -5.5 | 3.5 | -3.6 | 0.4
- CCN(C[C@H]1N[C@@](C)(C(=O)OC)[C@H]2C(=O)N(C)C(=O)[C@@H]12)S(=O)(=O)c1ccc(C(F)(F)F)cc1
    -2.9 | 0.0 | -1.4 | -3.8 | nt | 2.2 | -6.4 | -3.2 | nt | i
- CN(c1ccccc1)c1nc(N)c([N+](=O)[O-])c(NCCO)n1
    -0.8 | -0.3 | -10.9 | 0.6 | 1.7 | -3.2 | 1.6 | 2.5 | 2.6 | -0.3
- CCOC(=O)C1CCN(/C=C2/C(=O)NC(=S)N(c3ccccc3F)C2=O)CC1
    -2.6 | 0.3 | 3.6 | 0.9 | 5.6 | -4.8 | -3.3 | -0.7 | 10.6 | 0.4
- COc1cc(/C=C/C(=O)O)ccc1S(=O)(=O)N1CCCc2ccccc21
    0.0 | -0.9 | 8.2 | 2.6 | 5.1 | 1.1 | 2.1 | -0.4 | 6.2 | i
- CNc1nc(NCc2ccccc2)c2ccccc2n1
    2.9 | -1.3 | 30.2 | 1.3 | -4.2 | -4.5 | 5.9 | 4.9 | -1.9 | i
- COc1ccc(C(=O)N/C(=C\c2cn(C)c3ccccc23)C(=O)N2CCOCC2)cc1
    9.1 | 0.2 | -9.7 | 1.4 | 0.4 | -10.3 | 6.3 | -0.2 | 12.3 | -0.3
- FC(F)(F)c1cccc(Nc2ncnc3ccccc23)c1
    11.7 | -0.9 | 6.5 | nt | 1.1 | -4.3 | -6.5 | 1.8 | 8.2 | -0.3

Record cards (already shown). Order of screens: Y pestis TopoI, PfHsp40 yeast, MazEF act, TcdB inh, SARS 3CLpro inh, Rv3671c inh, SSB-PriA inh, Anthrax LF inh2, VHR inh abs, Vc quorum ag
`COc1ccc(C(=O)N/C(=C\c2cn(C)c3ccccc23)C(=O)N2CCOCC2)cc1` in the list: 9.1, 0.2, -9.7, 1.4, 0.4, -10.3, 6.3, -0.2, 12.3, -0.3
`O=C(c1ccc2ccccc2c1O)N1CCCCC1` in the list: 2.0, nt, 6.7, -6.4, nt, nt, nt, -1.3, nt, i
`O=C1NC(=O)c2cc3ccccc3cc21` in the list: 4.9, -0.6, 8.0, 0.3, nt, -8.3, -10.5, 0.9, nt, i
`Cc1ccccc1NC1=CC(=O)CC(C)(C)C1` in the list: 4.8, -1.2, 7.7, nt, -2.9, -4.0, -7.3, -0.2, -9.6, i
`O=S(=O)(Nc1ccc(N=Nc2ccc(O)c3ccccc23)cc1)c1ccccc1` in the list: 4.9, 0.9, 7.6, nt, 3.9, 1.8, 25.4, -5.6, -4.4, -0.3

Later entries:
Results follow in this order: Y pestis TopoI | PfHsp40 yeast | MazEF act | TcdB inh | SARS 3CLpro inh | Rv3671c inh | SSB-PriA inh | Anthrax LF inh2 | VHR inh abs | Vc quorum ag
- CCC1(CC)NC(=O)N(CC(=O)OCn2nnc3ccccc3c2=O)C1=O
    5.8 | -0.3 | -2.0 | nt | -5.1 | -3.3 | -1.0 | -10.7 | -5.0 | i
- CCOC(=O)C1=C(C(=O)OCC)N(CC2CCCCC2)CCC1=O
    1.6 | -0.5 | -5.2 | -0.4 | nt | nt | 4.4 | -0.2 | nt | i
- CCCCCCNCCn1cnc2c(N)ncnc21
    1.9 | -1.1 | 2.8 | nt | -3.1 | 5.2 | -11.4 | 0.4 | 44.7 | -0.4
- CC(=O)NC(CC(=O)NCCc1ccccc1)c1ccccc1 (centres undefined)
    -1.6 | -0.9 | -1.0 | 1.4 | -1.2 | nt | -20.2 | 2.0 | -1.9 | 0.2
- NC(=O)C1CCN(Cc2nc(-c3ccccc3)no2)CC1
    -6.5 | -0.7 | 11.6 | nt | 0.4 | -3.3 | -5.8 | 9.4 | 8.2 | nt
- Cc1cccc(-c2n[nH]nc2C2=CC(=O)CC(C)(C)C2)c1
    5.8 | nt | 5.0 | 3.4 | nt | nt | nt | 1.6 | nt | 0.0
- O=C1N/C(=N/O)S/C1=C\c1ccccc1-n1cccn1
    2.4 | -0.1 | -2.6 | -2.8 | 1.3 | 0.3 | nt | -0.9 | 11.5 | i
- O=C(Cc1n[nH]c(=O)c2ccccc12)Nc1cccc(S(=O)(=O)N2CCCCCC2)c1
    34.8 | 0.4 | 2.7 | 0.6 | nt | -7.0 | -5.8 | 8.3 | nt | -3.1
- CCCCC(O)(c1ccc(OC)cc1)C(CN1CCOCC1)c1ccccc1 (centres undefined)
    2.9 | -0.5 | 6.1 | 2.7 | 0.1 | -0.4 | 14.0 | -0.9 | 26.3 | -0.5
- CCN(CC)CCCN=Cc1c(O)n(-c2c(C)cccc2C)c(=O)c2ccccc12
    5.0 | nt | 13.4 | 1.8 | -1.6 | -12.2 | -0.7 | -8.3 | 32.9 | i
- O=C(Nc1nnc(SCc2c(Cl)cccc2Cl)s1)C1CC(=O)N(c2ccc3c(c2)OCCO3)C1 (centres undefined)
    -9.0 | 0.4 | 4.7 | 0.7 | 5.5 | -10.2 | -2.0 | 5.0 | 17.5 | i
- O=C(O)c1ccc(CNC(=O)c2ccc3c(c2)OCCO3)cc1
    3.7 | 2.9 | 0.2 | 0.2 | -5.6 | -3.6 | 0.8 | -5.8 | 11.5 | -0.1
- COc1ccc([C@H]2CC(=O)c3c(O)cc(O)cc3O2)cc1O
    2.9 | -0.6 | 8.6 | 1.0 | 5.0 | 2.9 | -1.7 | 11.2 | 22.8 | 0.4
- Nc1ccccc1SC(CC(=O)c1ccccc1)c1ccc([N+](=O)[O-])cc1 (centres undefined)
    -14.0 | nt | 0.5 | 1.4 | nt | nt | nt | -3.5 | nt | i
- N#Cc1nc(-c2ccco2)oc1NCCCn1ccnc1
    -5.7 | 0.3 | -5.9 | nt | 1.9 | 2.8 | 1.9 | -0.9 | 4.0 | -0.2
- S=c1nn[nH]n1C12CC3CC(CC(C3)C1)C2
    -1.1 | 0.8 | 1.0 | nt | -3.4 | 1.3 | 8.4 | -5.9 | 2.4 | -0.3
- CCN(CC)C(=O)Cn1cc(S(=O)(=O)CC(=O)N2CC(C)OC(C)C2)c2ccccc21 (centres undefined)
    6.6 | -0.6 | 1.8 | 0.3 | -4.8 | -3.5 | -10.9 | 1.7 | 1.2 | i
- CC(C)(C)OC(=O)Nc1ccc([C@H](NC(=O)OC(C)(C)C)C(=O)OC(C)(C)C)cc1
    4.9 | 0.5 | 8.2 | 2.6 | nt | 0.4 | -11.9 | -5.7 | nt | 0.6
- CCOP(=S)(OCC)SCCSCC
    8.4 | 0.5 | 4.4 | 1.3 | nt | -4.1 | -5.8 | -8.3 | nt | 0.9
- CCOC(=O)c1c(NC(=O)CSc2nnnn2-c2ccc(OC)cc2)sc(C)c1C
    7.4 | -0.3 | -6.9 | nt | 4.3 | -5.5 | -16.3 | 0.4 | 38.9 | 2.8
- Cc1noc(C)c1C(=O)OCC(=O)Nc1cc(Cl)ccc1Oc1ccccc1
    34.3 | 4.4 | 0.7 | nt | 0.7 | -2.7 | -35.6 | -1.8 | 3.6 | i
- CCCc1cc(N2CCCC2)n2nc(C)c(-c3ccccc3)c2n1
    -2.6 | 0.9 | 6.7 | nt | -2.3 | -2.9 | -36.0 | -2.3 | 13.2 | 9.1
- O=C(NCCc1ccccn1)c1cncc(Br)c1
    -1.3 | 0.1 | -0.1 | 3.3 | -2.4 | -6.0 | -2.5 | -0.3 | 2.2 | 4.5
- CCN(CC)C(=O)COC(=O)c1ccc(O)cc1
    -2.3 | -0.4 | -0.5 | nt | 4.2 | 5.1 | -25.6 | 0.6 | -3.4 | -0.2
- Clc1ccccc1CSc1nnc(-c2ccccn2)n1Cc1ccco1
    49.3 | 1.7 | -0.8 | nt | -2.4 | -3.2 | 18.3 | -16.3 | 4.3 | -0.2
- C=CCn1c(SCC(=O)Nc2ccc3c(c2)OCO3)nnc1-c1ccccc1
    13.5 | -0.4 | 0.2 | nt | 1.1 | 3.9 | -0.1 | -0.7 | 17.0 | 3.6
- O=C(/C=C/c1ccc(-c2ccccc2[N+](=O)[O-])o1)c1ccc(Br)cc1
    -7.4 | -0.8 | 4.1 | nt | 5.0 | 2.3 | 27.5 | 22.3 | 2.6 | -1.8
- Cc1c(CCOC(=O)C23CC4CC(CC(C)(C4)C2)C3)sc[n+]1Cc1ccccc1
    11.5 | -1.2 | 9.6 | nt | 3.5 | -2.3 | 2.6 | -12.9 | 8.5 | -16.7
- CC1(C(=O)Nc2ccc3c(c2)OCO3)Cc2c(-c3ccc4c(c3)OCO4)ccnc2O1 (centres undefined)
    -0.5 | nt | nt | 1.3 | nt | nt | nt | -4.3 | nt | -1.2
- CCOc1ccc(NC(=O)[C@@H]2CCCN2C(=O)c2cccs2)cc1S(=O)(=O)N1CCCCC1
    18.5 | -1.6 | 8.7 | -1.0 | nt | -9.9 | -7.5 | -7.6 | nt | 4.2
- O=C(OCC(=O)N1CCN(C(=O)c2ccco2)CC1)c1cc(-c2ccco2)nc2ccccc12
    3.7 | -0.2 | 9.0 | 0.0 | -2.2 | 0.8 | 2.4 | -1.8 | 20.8 | -8.4
- Cc1ccc2c(nc3s/c(=C\c4ccc(-c5ccccc5C(=O)O)o4)c(=O)n32)c1C
    -1.5 | 0.9 | -65.5 | 1.3 | 9.0 | -3.2 | -9.4 | -5.3 | -22.4 | -0.4
- COc1cc(NS(=O)(=O)c2ccc(NC(=O)CN3C(=O)c4ccccc4C3=O)cc2)nc(OC)n1
    2.0 | -1.6 | 4.3 | -1.4 | 3.4 | -5.3 | -15.0 | -0.6 | 31.3 | -0.5
- COc1ccccc1-c1noc(-c2cccs2)n1
    3.3 | 1.8 | 0.9 | -11.4 | 1.8 | 1.6 | -6.7 | 0.0 | 40.7 | i

High-throughput results deposited in PubChem BioAssay by several laboratories.
